# Assay outcomes: PubChem, several laboratories
# NR2E3 ag-1: NR2E3 (human) agonism | inhibition of corepressor binding, % at 4.78 µM | hit rate 0.12% among 320,000 | GST-NR2E3/biotin-RetCOR TR-FRET, 1536-well | Q9Y5X4 | AID 2300;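 active = percent inhibition above the cutoff of mean plus 3 SD of all tested compounds, set per screening campaign, cut at about 20% in these data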;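 also: 0% = DMSO wells and 100% = biotin wells as full block of FRET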
# Target sequence (Q9Y5X4 whole entry, looked up): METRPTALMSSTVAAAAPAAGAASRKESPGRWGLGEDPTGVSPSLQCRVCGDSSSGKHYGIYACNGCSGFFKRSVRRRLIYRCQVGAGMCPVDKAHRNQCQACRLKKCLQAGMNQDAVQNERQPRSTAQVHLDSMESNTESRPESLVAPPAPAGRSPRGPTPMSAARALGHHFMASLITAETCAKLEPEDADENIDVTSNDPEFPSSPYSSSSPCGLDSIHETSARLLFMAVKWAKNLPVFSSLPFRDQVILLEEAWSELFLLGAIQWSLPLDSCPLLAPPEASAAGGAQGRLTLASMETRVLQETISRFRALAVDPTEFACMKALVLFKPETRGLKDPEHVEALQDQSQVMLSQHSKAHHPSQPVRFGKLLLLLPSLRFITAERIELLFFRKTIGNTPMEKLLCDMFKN
#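 Material: NR2E3–RetCOR corepressor complex / Amount: 1.35 nM GST-NR2E3 / Medium: Tris pH 7.5 / Compound: single nominal compound dose of 4.8 µM / Incubation: 5 h at 4 °C / Technique: TR-FRET, Eu(K)-anti-GST donor, streptavidin-D2 acceptor, ex 340, em 617/671 nm / Read-out basis: percent loss of FRET ratio relative to control wells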
# KKLEB cytotox: reduces viability of KKLEB cystic fibrosis airway cells | KKLEB CF airway cells viability, ATPlite luminescence, overnight; stronger effect = lower value; cells stimulated with P. aeruginosa culture filtrate | activity change (cytotoxicity), % at 5 µM | hit rate 0.36% among 360,000 | AID 602141;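 active = corrected activity change at or below -50% at 5 µM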
# HIF-2a block: HIF-2a inhibition | hit rate 0.72% among 360,000 | 786-0 RCC cells HIF-2a reporter, luciferase luminescence, overnight | inhibition, % at 18.8 µM;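 active = inhibition of the luminescence signal of 40% or more relative to plate controls, in a single-dose primary screen at 18.75 µM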
# C8 TRAIL sens: caspase-8 TRAIL sensitization | NB7+C8 cells + TRAIL, ATPlite viability luminescence | inhibition (viability loss, TRAIL sensitization), % at 10 µM | hit rate 1% among 360,000;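 active = compounds causing at least 50% loss of cell viability in the single-dose screen, relative to plate controls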
# Shn3 inh set2: inhibitors of Schnurri-3 3'UTR reporter in osteoblasts; Clone20 osteoblast Shn3 3'UTR firefly luciferase, 24 h; inhibition, % at 12.5 µM; hit rate 0.52% among 360,000; AID 588674;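 active = mean inhibition of at least 75% with every replicate also reaching 75%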;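 also: 0% = median of neutral control wells and 100% = pilot-screen positive control compound; some compounds past the cut are filed as inactive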
# TWEAK-Fn14 inh: inhibitors of TWEAK-Fn14 interaction signaling | TWEAK-stimulated Fn14 reporter cells, luciferase luminescence, 8 h | inhibition, % at 10 µM | hit rate 2% among 360,000; in the data active = inhibition above about 50%
# Peg3 prom inh: reduces Peg3 promoter-driven luciferase expression in HeLa; hit rate 1.7% among 360,000; inhibition, % at 20 µM; HeLa PEG-Prom luciferase reporter, luminescence, overnight; AID 588405;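 active = inhibition of at least 50% at 20 µM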
# TROY NFkB inh: TROY signaling inhibition | Q293 LMP1-TROYcd NF-kB luciferase reporter, 4 h | hit rate 0.98% among 360,000 | inhibition, % at 10 µM;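 active = compounds whose plate-normalised and pattern-corrected inhibition of the luciferase reporter signal at the single screening dose is 50% or more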
# CF NFkB inh: blocks PAF-induced NF-kB reporter in cystic fibrosis cells; KKLEB NF-kB-GFP reporter, GFP fluorescence overnight; AID 588850; hit rate 0.86% among 360,000; inhibition, % at 5 µM;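 active = at least 50% inhibition at 5 µM, scaled per plate between neutral and stimulator controls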;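 also: PAF is a Pseudomonas aeruginosa culture filtrate used as stimulus; plate controls were PAF-stimulated DMSO wells for no effect and unstimulated DMSO wells for full effect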
# NR2E3 ag-2: agonists of human NR2E3 nuclear receptor; CHO-S Gal4-NCOR/VP16-NR2E3 two-hybrid, luciferase; inhibition of corepressor binding, % at 3.98 µM; hit rate 0.35% among 360,000; AID 602229;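 active = inhibition above the mean of all tested compounds plus 3 SD, cut at about 70% in these data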;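 also: 0% = DMSO with NR2E3 transfected cells and 100% = cells lacking NR2E3 construct; higher means lower luciferase signal from less NR2E3 corepressor binding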
# TRPM1 prom inh: inhibitors of MITF-driven TRPM1 promoter in melanoma cells; hit rate 0.83% among 330,000; inhibition, % at 12.5 µM; AID 488899; SK-MEL-5 TRPM1 promoter luciferase, 24 h;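 active = mean inhibition across replicates of 60% or more, whatever share of single replicates reaches that level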; also: values of inactives mirror those of a sister screen read the other way
# Active calls of the source: *; . = no result given. These rows are one share of the data; count on the stated rates, not on these rows.
# The first 7 compounds, ahead of the listing:
SMILES,NR2E3 ag-1,KKLEB cytotox,HIF-2a block,C8 TRAIL sens,Shn3 inh set2,TWEAK-Fn14 inh,Peg3 prom inh,TROY NFkB inh,CF NFkB inh,NR2E3 ag-2,TRPM1 prom inh
CCOC(=O)c1sc(-c2ccc(F)cc2)cc1N,3,7,-342,4,-76,-14,-207,-52,-9,-93,-91
CC(=O)c1cccc(NC(=O)CNC(=O)c2cc3ccccc3o2)c1,-3,0,-6,8,2,-19,-2,-23,-23,-11,26
COc1ccc(OCC(=O)Nc2ccc3c(c2)nc(CCN2CCOCC2)n3C)cc1,-1,-5,5,-7,2,-4,9,-1,12,3,11
Cc1csc(OCc2ccc(C#N)cc2)n1,-6,-13,9,-8,-1,-5,12,-4,5,-19,-5
O=C(c1nc2ccc(Cl)cn2c1CN1CCC[C@H]1CO)N1CCCCCCC1,3,-8,-2,-11,-5,-4,11,-30,-2,-6,9
O=C1N/C(=C/c2ccc(N3CCCC3)cc2)C(=O)N1c1ccccc1,-2,-5,-165,1,-33,-34,-155,-56,-13,-9,-38
COC(=O)c1sc2nc(CN3CCN(c4cccc(C(F)(F)F)c4)CC3)[nH]c(=O)c2c1C,1,1,4,-7,-12,18,9,20,-4,31,10

# Main list, repeating the preview:
SMILES,NR2E3 ag-1,KKLEB cytotox,HIF-2a block,C8 TRAIL sens,Shn3 inh set2,TWEAK-Fn14 inh,Peg3 prom inh,TROY NFkB inh,CF NFkB inh,NR2E3 ag-2,TRPM1 prom inh
CCOC(=O)c1sc(-c2ccc(F)cc2)cc1N,3,7,-342,4,-76,-14,-207,-52,-9,-93,-91
CC(=O)c1cccc(NC(=O)CNC(=O)c2cc3ccccc3o2)c1,-3,0,-6,8,2,-19,-2,-23,-23,-11,26
COc1ccc(OCC(=O)Nc2ccc3c(c2)nc(CCN2CCOCC2)n3C)cc1,-1,-5,5,-7,2,-4,9,-1,12,3,11
Cc1csc(OCc2ccc(C#N)cc2)n1,-6,-13,9,-8,-1,-5,12,-4,5,-19,-5
O=C(c1nc2ccc(Cl)cn2c1CN1CCC[C@H]1CO)N1CCCCCCC1,3,-8,-2,-11,-5,-4,11,-30,-2,-6,9
O=C1N/C(=C/c2ccc(N3CCCC3)cc2)C(=O)N1c1ccccc1,-2,-5,-165,1,-33,-34,-155,-56,-13,-9,-38
COC(=O)c1sc2nc(CN3CCN(c4cccc(C(F)(F)F)c4)CC3)[nH]c(=O)c2c1C,1,1,4,-7,-12,18,9,20,-4,31,10
COCCN(CC(=O)Nc1cccc(C)c1C)C(=O)c1cc(-c2ccncc2)nc2ccccc12,3,-19,7,-7,5,1,34,11,16,4,5
CC(C)(C)C(=O)Nc1ccc(C(=O)NNC(=O)c2ccccc2)cc1,8,0,-14,-3,-7,39,-8,39,13,15,-2
O=C(NCCCN1CCOCC1)c1cc(-c2ccc(O)cc2)on1,1,-20,-35,8,-1,6,18,-3,0,7,.
COc1ccc(-c2ncncc2-c2ccc(OC)c(OC)c2)c(O)c1,.,-10,-17,7,-14,12,-6,-9,29,-16,-26
O=S(=O)(Cc1ccccc1)N1CCC(N2CCN(c3ccccc3)CC2)CC1,-1,1,15,-3,-3,-8,14,-23,1,10,-1
CCOC(=O)CN1N=C(c2ccc(Cl)s2)CSC1=O,-1,11,13,-5,-9,-8,24,-5,-19,2,-6
CCCC(=O)N1CCCC(c2cc(C(=O)NCc3ccc(F)cc3)no2)C1 (stereo unspecified),.,-10,-9,18,-7,-28,-11,2,-8,-13,.
CCOC(=O)c1c(NC(=O)COC(=O)c2ccc(S(=O)(=O)C(F)F)cc2)sc(C(=O)N(C)C)c1C,.,1,-15,-18,-1,-8,8,3,14,27,.
CCCn1c(SCC(=O)Nc2ccc(Cl)cc2)n[nH]c1=O,-1,4,15,-3,3,7,-19,7,-5,-22,4
COC(=O)c1ccccc1SC1CC(=O)N(c2ccccc2)C1=O (stereo unspecified),5,-3,-5,8,-15,-20,3,0,2,-48,22
CCOc1ccc(C(=O)NC(C(=O)NCCc2ccc(OC(F)F)cc2)C(C)C)cc1 (stereo unspecified),1,-13,10,6,8,-13,5,7,2,-2,2
O=C1NC2=C(C(=O)CCC2)C(c2ccccc2[N+](=O)[O-])N1 (stereo unspecified),1,14,9,-17,0,-20,9,-11,-26,-14,6
Cc1c([N+](=O)[O-])cc(C(=O)Oc2cccc(C(=S)N3CCOCC3)c2)cc1[N+](=O)[O-],4,2,14,5,-1,30,12,20,-5,12,-1
O=[N+]([O-])c1ccc2c(c1)CCN2,.,-2,-14,-9,-20,1,-33,3,-17,15,0
Cc1nnc(Sc2c(-c3ccccc3)c3ccc(Cl)cc3[nH]c2=O)s1,2,5,32,9,8,-9,23,16,11,-4,-2
COc1ccc(C(=O)Nc2ccc3[nH]ccc3c2)cc1,3,-50,-12,93*,15,42,-15,-35,-9,-148,8
Cn1c(=O)oc2cc(S(=O)(=O)N3CCC(C(=O)N4CCc5ccccc5C4)CC3)ccc21,2,8,5,10,0,-34,8,10,-6,16,-9
CCOC(=O)c1c(C)c(C#N)c2c3ccccc3ccn12,3,-1,-28,6,5,-25,-25,-6,-2,-2,-15
COCCN(C(=O)CC1OC(=O)c2ccccc21)c1c(N)n(Cc2ccccc2)c(=O)[nH]c1=O (stereo unspecified),0,12,15,-3,15,0,3,7,-16,-9,.
COc1ccc(S(=O)(=O)NC(=O)C2(C)CCN2C(=O)CC2CCCCC2)cc1OC (stereo unspecified),.,-4,-4,-8,-8,7,-3,2,17,-21,.
CCCNC(=O)CSc1ccc(S(=O)(=O)N2CCCCC2)cn1,.,-2,18,6,-29,6,10,3,6,9,-5
Cc1ccc2ccc(S(=O)(=O)n3nc(C)cc3C)cc2c1,4,3,14,-4,6,-1,29,-18,10,-11,2
CCCC(=O)N1CCN(c2ccc(NC(=O)c3ccccc3)cc2)CC1,0,-9,-3,-15,-39,-5,8,-1,6,1,4
COc1ccc(NC(=O)CSCC(=O)N2CCCc3ccccc32)cc1,-2,12,18,-3,-2,0,6,-9,6,-14,13
COc1ccc(C(CC(=O)Nc2ccc(C)cc2)NC(=O)C(F)(F)F)cc1 (stereo unspecified),0,7,7,-7,2,1,4,-10,-23,-19,-2
COc1ccccc1C1CC(c2ccc(NS(C)(=O)=O)cc2)=NN1S(=O)(=O)c1ccccc1 (stereo unspecified),2,-2,23,0,2,-16,10,4,22,-12,-1
COc1ccc(C(=O)N2CCCC(c3nc(-c4ccc(OC)c(OC)c4)no3)C2)c(OC)c1 (stereo unspecified),5,16,-12,16,40,15,0,-3,-25,6,-7
Cc1ccc(S(=O)(=O)c2ncccc2N)cc1,12,8,21,2,-14,6,3,-14,-3,-7,1
CCN(CC)CCCN(Cc1cc2cc3c(cc2[nH]c1=O)OCO3)C(=S)Nc1ccccc1,3,8,-18,-7,25,-9,4,35,-9,-11,-4
COc1ccc(-c2nnc3ccc(SCC(=O)Nc4nccs4)nn23)cc1OC,-1,2,18,-2,18,5,8,9,9,-13,-3
COc1cc2c(cc1OC)C(c1ccc(SC)cc1)CC(=O)N2 (stereo unspecified),8,2,2,1,11,-8,-2,-10,-24,-7,-1
Cc1ccc(S(=O)(=O)N2CCCCC2)cc1C(=O)NCCc1ccccc1,-3,22,9,-10,-14,1,5,14,-3,-12,-4
O=C(NCc1cccs1)c1cc(-c2ccccc2)nc2ccccc12,0,9,-14,-5,13,10,23,-21,-12,-6,-8
O=C(NCc1ccccc1Cl)c1ccc2c(=O)n(CC3CCCO3)c(=S)[nH]c2c1 (stereo unspecified),3,-23,-27,-6,10,4,7,18,3,-3,-1
O=S(=O)(Nc1ccc(C(F)(F)F)cc1)c1cnc[nH]1,2,1,17,6,-2,1,9,13,-8,-11,16
CCOc1ccc(S(=O)(=O)N(C)c2ccc(OCC(=O)NCC3CCCO3)cc2)cc1 (stereo unspecified),-2,-5,4,-18,-20,4,8,-5,-8,-26,-11
COc1ccc(CCNC(=O)C2CCCN(S(C)(=O)=O)C2)cc1 (stereo unspecified),-1,4,7,8,0,-4,9,11,10,-5,0
O=C1C(Oc2ccccc2)C(c2cccs2)N1Cc1ccc2c(c1)OCO2 (stereo unspecified),4,-4,27,3,70,-2,12,29,-4,3,2
CC[N+](CC)=N/N=C1\C=CC[N+]([O-])=C1,.,.,6,-2,.,1,.,1,.,-16,.
O=c1[nH]c(SCc2nc3ccccc3c(=O)n2-c2ccccc2C(F)(F)F)nc2ccccc12,-1,3,19,2,4,8,27,-2,-6,-21,-4
COc1ccc(-c2noc(CSc3nnc(CCc4ccccc4)n3-c3ccccc3)n2)cc1OC,2,-15,-9,21,68,-63,28,20,13,10,-1
O=C(CN1CCN(S(=O)(=O)c2ccc(Cl)cc2)CC1)Nc1ccc2c(c1)OCO2,-1,12,16,15,10,-23,-1,6,2,21,4
N#C/C(=C(/O)CO/N=C/c1ccccc1Cl)c1nc2ccccc2[nH]1,2,-11,19,-6,-28,-6,4,6,-17,-14,13
O=C(Cc1ccc(Cl)cc1Cl)NC1CCCCCC1,0,8,-30,0,0,-10,-30,-30,-14,5,-26
COC(=O)CN(c1ccc(C)cc1)S(=O)(=O)c1ccc2c(c1)n(C)c(=O)c(=O)n2C,2,-1,17,3,4,1,10,-50,13,-26,12
